ARNT-TACC3 inh – disruptors of ARNT/TACC3 protein interaction, primary screen, biochemical, AlphaScreen, single concentration; AlphaScreen His-ARNT PAS-B/GST-TACC3 binding, luminescence; TACC3 fragment carries E629A point mutation; AID 623870, 2012; Transforming acidic coiled-coil-containing protein 3 (Homo sapiens), Q9Y6A5; 0.66% of 390,000 active; inhibition, % at 9.99 µM;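 active means mean inhibition of replicates at least 50% and at least half of replicates each reaching 50%; inconclusive means half or more replicates reach 50% but mean below 50%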;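 further: 0% = complete ARNT plus TACC3 wells and 100% = ARNT alone without TACC3; many hits fall short of the cut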
INS-1E GSIS act – GLuc luminescence reporter in INS-1E cells, primary screen for activators of glucose-dependent secretion of insulin; INS-1E GLuc reporter insulin secretion, 2-3 h; activation, % at 16.6 µM; 0.61% of 370,000 active; AID 743287, 2014;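 active means lowest replicate activation of at least 40%, so every replicate reaches that level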;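 further: 0% = median of neutral control wells and 100% = median of IBMX positive control wells; some compounds called inactive have numbers as strong as hits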
Xi reactivation – activators of inactive X chromosome reactivation, primary screen, imaging, XiGFP fibroblasts, GFP high-content imaging, set 2. XiGFP mouse fibroblasts, % GFP-positive cells imaging, 3 d; cells co-treated with 5-aza-dC sensitizer; scaled so ellipticine positive control = 100%. 0.055% of 360,000 active. activation, % at 7.58 µM;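 active means mean normalized replicate activation at least 10% and every replicate at or above 10%; inconclusive means only one of the two criteria met; inactive means mean below 10% and not all replicates reach 10%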;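 further: 0% = median of on-plate neutral control wells and 100% = ellipticine 6 µM median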
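Material: XiGFP fibroblasts, SV40-immortalized; Buffer or medium: DMEM containing 5-aza-dC; Compound dosing: single point; Times: 3 days compound exposure.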
RAD52 anneal inh – RAD52 DNA annealing inhibitors, primary screen, biochemical, FRET, single point, set 2 | recombinant RAD52 DNA annealing, FRET fluorescence | inhibition, % at 18.7 µM | 0.46% of 360,000 active;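 active means every replicate showing at least 50% inhibition; inconclusive means mean inhibition at least 50% but not in every replicate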
ERAP1 HTS inh – human ERAP1 aminopeptidase inhibitors, primary screen, biochemical, single point, plate reader; Endoplasmic reticulum aminopeptidase 1 (Homo sapiens), Q9NZ08; 0.15% of 340,000 active; inhibition, % at 10.7 µM; recombinant ERAP1, Leu-AMC fluorescence, 60 min;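 active means mean replicate inhibition of at least 30%, or all replicates individually reaching that 30% level; inactive means mean below 30% and not every replicate reaching it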;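 further: 0% = neutral control wells and 100% = L-leucinethiol positive control wells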
Target sequence (Q9NZ08 whole entry, looked up): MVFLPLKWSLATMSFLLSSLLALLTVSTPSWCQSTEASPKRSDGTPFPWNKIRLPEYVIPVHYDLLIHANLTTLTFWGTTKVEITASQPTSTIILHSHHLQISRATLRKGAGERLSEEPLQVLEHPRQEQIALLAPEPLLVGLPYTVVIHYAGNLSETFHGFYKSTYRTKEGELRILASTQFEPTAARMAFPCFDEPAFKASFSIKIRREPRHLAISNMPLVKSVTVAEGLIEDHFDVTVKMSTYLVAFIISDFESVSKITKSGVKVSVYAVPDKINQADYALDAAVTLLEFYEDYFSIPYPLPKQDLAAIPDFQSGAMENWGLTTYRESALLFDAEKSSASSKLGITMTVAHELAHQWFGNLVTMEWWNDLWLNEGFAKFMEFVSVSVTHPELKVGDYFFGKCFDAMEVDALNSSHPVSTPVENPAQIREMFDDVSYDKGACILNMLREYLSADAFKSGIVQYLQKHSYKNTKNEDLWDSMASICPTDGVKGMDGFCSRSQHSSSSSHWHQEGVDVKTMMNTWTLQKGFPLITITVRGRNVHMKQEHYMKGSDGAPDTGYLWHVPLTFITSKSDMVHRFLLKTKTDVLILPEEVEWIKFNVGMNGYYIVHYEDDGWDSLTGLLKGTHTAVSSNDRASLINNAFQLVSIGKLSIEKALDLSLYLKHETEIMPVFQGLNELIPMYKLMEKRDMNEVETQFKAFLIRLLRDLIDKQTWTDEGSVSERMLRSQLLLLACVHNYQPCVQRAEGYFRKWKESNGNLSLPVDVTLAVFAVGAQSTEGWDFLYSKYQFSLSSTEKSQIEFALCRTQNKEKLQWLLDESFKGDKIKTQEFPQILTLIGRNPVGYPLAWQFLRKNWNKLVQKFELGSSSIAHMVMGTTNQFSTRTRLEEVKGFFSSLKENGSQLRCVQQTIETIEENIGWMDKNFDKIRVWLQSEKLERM
esBAF inh – Bmi1 luciferase reporter increase in mESCs, primary screen, esBAF inhibitor project, mouse ES cells, Bmi1 luciferase knock-in, single point. 2% of 350,000 active. reporter increase, % at 12.5 µM. 24 h; 100% = twice the neutral-well signal. AID 602393, 2012; in the data active means activation above about 40%; inconclusive means no clear call, values can overlap the other calls;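 further: 0% = median of the plate's neutral control wells and 100% = double that signal; a rise in the Bmi1 reporter signal indicates esBAF inhibition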
CFTR F508del cor – F508del CFTR correction, initial screen, CFBE line, single point; CFBE cells, YFP halide quenching; stimulated with forskolin plus potentiator P3; % fluorescence drop versus neutral controls; activity (quench increase), % at 7.58 µM; 0.36% of 350,000 active; AID 720511, 2013;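 active means mean added fluorescence quench of at least 8% versus neutral control, with both replicates also reaching 8%; inconclusive means only one of the mean or replicate conditions met; inactive means mean below 8% and not both replicates reaching 8%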;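 further: cells transiently co-express mutant CFTR-F508del with the halide-sensitive YFP; corrector assay measuring rescue of mutant channel to the surface after 24 h compound exposure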
RAD54 inh – inhibitors of human RAD54 branch migration, primary screen, biochemical, fluorescence, single point; inhibition, % at 10.4 µM; 0.14% of 360,000 active; RAD54 Holliday junction branch migration, FAM/BHQ fluorescence; AID 602329, 2012; DNA repair and recombination protein RAD54-like (Homo sapiens), Q92698;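 active means mean normalized replicate activity at least 40 and at least half of replicates scoring 40 or more; inconclusive means only one of the two criteria met; inactive means mean below 40 and under half of replicates reaching 40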;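 further: 0% = median of neutral control wells and 100% = median of positive control wells; inhibitors cause a drop in the FAM fluorescence signal; in these data hits start at about 50%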
The depositor's hits bear a star; u = inconclusive; x = no result given; & = joins results of further samples.

Molecule	ARNT-TACC3 inh	INS-1E GSIS act	Xi reactivation	RAD52 anneal inh	ERAP1 HTS inh	esBAF inh	CFTR F508del cor	RAD54 inh
CCN1C(=O)[C@H]2[C@@H](c3ccc(-c4ccc5c(c4)OCO5)cc3)N[C@@](Cc3ccccc3)(C(=O)OC)[C@H]2C1=O	2.7	6.6	0.1	-3.1	4.2	-9.0	1.8	5.2
C[C@@H]1CN([C@@H](C)CO)C(=O)c2cccc(NS(C)(=O)=O)c2O[C@H]1CN(C)Cc1ccccc1	13.0	3.6	-0.4	5.2	-0.3	-0.6	1.7	-9.1
C[C@@H]1CN([C@@H](C)CO)C(=O)Cc2cc(NC(=O)CCCCCC(=O)Nc3ccccc3N)ccc2O[C@@H]1CN(C)C(=O)Nc1ccc(F)cc1	x	7.8	-1.1	4.9	2.6	-3.5	-2.2	x
Cc1sc(NC(=O)CN2CCCC2)nc1-c1ccc2c(c1)CCN2C(=O)c1cccc(F)c1	13.3	-10.7	0.2	-7.7	-1.9	-0.2	-0.8	0.1
Cc1cc(C)c(OCCCCN(C)Cc2ccccc2)c(C)c1	-7.1	3.6	0.1	9.8	-1.6	-8.3	-4.3	-3.0
C[C@@H]1CN([C@@H](C)CO)S(=O)(=O)c2ccc(-c3ccncc3)cc2O[C@@H]1CN(C)Cc1ccccc1	0.1	2.0	-0.7	4.7	-2.7	-3.8	0.6	-2.5
C[C@H](CO)N1C[C@H](C)[C@H](CN(C)C)Oc2ccc(NC(=O)Nc3ccc(C(F)(F)F)cc3)cc2C1=O	1.5	-21.9	1.0	20.4	5.0	2.6	2.7	-3.5
C[C@H](CO)N1C[C@H](C)[C@H](CN(C)C(=O)Nc2ccc3c(c2)OCO3)Oc2ccc(NC(=O)c3ccncc3)cc2CC1=O	3.4	10.7	-0.1	5.7	-0.4	35.4	-3.2	-10.2
C[C@H]1CCCCO[C@H](CN(C)C(=O)c2ccccc2)[C@@H](C)CN([C@@H](C)CO)C(=O)c2cc(NS(=O)(=O)c3ccc(Cl)cc3)ccc2O1	0.0	-14.4	-0.1	22.2	0.4	-4.5	-0.9	-0.3
O=C(C(=O)N1CCC(c2ccccc2)CC1)c1ccc(F)c(F)c1	x	x	0.4	8.4	-1.1	x	-2.4	x
COC(=O)Cc1c[nH]c2cccc(OCC(O)CN(Cc3ccc([N+](=O)[O-])cc3)C(C)(C)C)c12 (stereo not given)	10.1	-14.4	x	-1.3	4.2	-2.0	x	0.1
COC(=O)[C@@]12C[C@@H](CC(=O)N3CCN(C(=O)C4CC4)CC3)C(=O)N(CCc3ccc(OC)c(OC)c3)C1=CCC(C)(C)C2	x	x	0.4	-15.4	-1.6	x	-2.4	x
C[C@H]1CN([C@@H](C)CO)C(=O)c2cc(NC(=O)CCCCCC(=O)Nc3ccccc3N)ccc2O[C@H]1CN(C)S(=O)(=O)c1ccc(Cl)cc1	x	-4.9	0.3	23.4	0.3	x	2.5	x
COc1ccc(N(C(=O)c2ccco2)C(C(=O)NC2CCCC2)c2cccs2)cc1 (stereo not given)	0.1	-12.4	0.0	-27.6	-3.3	-2.3	-0.5	-1.1
CC1(C)CC(=O)C2=C(C1)Nc1cc(Cl)ccc1S2	6.2	-1.0	0.4	-31.1	x	x	-1.5	x
CNC[C@@H]1Oc2ccc(NS(C)(=O)=O)cc2C(=O)N([C@H](C)CO)C[C@@H]1C	-1.1	3.1	0.1	-23.6	-5.9	2.6	u	7.1
N#CC(=C=[N-])/C=C(\C(=O)c1ccccc1)[n+]1ccccc1	-4.8	4.9	0.0	-13.7	x	x	0.4	x
Cc1cc2c(cc1S(=O)(=O)Nc1ccc(F)cc1)n(C)c(=O)c(=O)n2C	27.9	-28.4	0.1	-4.9	1.9	-0.4	10.9*	-4.1
COCOCCn1cc(CN2CCS(=O)(=O)N(Cc3ccc(-c4cccc(N(C)C)c4)cc3)C(C(C)C)C2=O)nn1 (stereo not given)	x	5.8	0.1	-9.8	-0.2	9.0	0.4	x
O=C(N/N=C/c1ccc(C(=O)O)cc1)C1=NNC(c2ccccc2)(c2ccccc2)C1	x	5.9	0.0	1.4	-1.0	x	-1.3	x
Cc1ccc(SCC(=O)Nc2ccc(N3CCN(C)CC3)c(F)c2)c(C)c1	-3.2	18.4	0.1	-5.7	-0.3	x	0.8	x
COc1cc2c(cc1OC)C(C)N(C(=O)CCc1c[nH]c3ccccc13)CC2 (stereo not given)	3.7	2.0	0.0	-5.4	2.8	-3.5	-1.4	-2.5
CCCC(=O)Nc1ccc2c(c1)C(=O)N(C)C[C@H](OC)[C@H](C)CN(C(=O)c1ccccc1F)[C@H](C)CO2	-2.2	-9.0	0.4	-9.3	-2.1	1.6	-2.7	0.8
COc1cc(C2C(C#N)=C(N)OC3=C2C(=O)CC(C)(C)C3)cc([N+](=O)[O-])c1O (stereo not given)	-6.5	-22.2	0.0	-9.6	2.1	x	-1.9	x
CCOc1nc(NC(=O)NC(=O)c2ccccc2)nc(-c2ccccc2)n1	8.1	8.6	-0.1	-17.4	2.8	x	-1.0	-4.5
CC(NC(=O)Cc1ccc(F)cc1)C(c1cccs1)N1CCN(C)CC1 (stereo not given)	31.4	9.8	x	-5.2	4.0	-3.9	-3.4	0.6
Cc1cccc(N=C2NN=C(c3c(C)[nH]c4ccccc34)CS2)c1	x	x	0.1	-5.3	-0.4	12.7	x	2.8
Cc1noc(C)c1NC(=O)Nc1ccc2c(c1)C(=O)N(C)[C@@H]1CC[C@@H](CC(=O)NCc3ccc(Cl)cc3)O[C@H]1CO2	-6.0	-3.0	0.4	14.4	-2.0	-2.0	x	-2.1
C[C@@H]1CN([C@H](C)CO)C(=O)c2cc(NS(C)(=O)=O)ccc2O[C@@H]1CN(C)C(=O)Nc1ccccc1	x	11.2	0.0	10.2	2.2	2.9	-0.5	-5.2
O=C(COc1ccc2c(-c3ccccc3)cc(=O)oc2c1)Nc1ccc(CCO)cc1	-11.3	9.0	0.1	-23.5	-0.7	-4.5	0.2	-7.1
O=c1[nH]c(COc2ccc(Cl)cc2Br)nc2ccccc12	2.4	-2.7	0.3	-15.8	1.5	x	0.8	-3.2
CCOc1ccccc1NC(=O)CCSc1nc2n[nH]c(C)c2c(=N)n1-c1ccccc1Cl	-1.1	-10.2	x	x	x	-10.8	x	-0.7
Cc1ccc(NC(=O)Cn2nc(C)c([N+](=O)[O-])c2C)cc1C	-2.1	-7.4	-0.1	-7.2	-4.3	-3.8	-1.9	4.7
CC(=O)Nc1ccc(NCCc2ccco2)cc1	x	11.8	-0.2	-3.2	-0.2	16.2	-3.4	-9.8
COc1ccc(-c2ccoc2)cc1[C@H]1[C@H]2C=CC[C@@H](C)[C@@H]2C(=O)N1Cc1ccccc1	-3.9	-1.5	0.0	-14.1	1.4	17.2	1.3	3.8
C[C@@H]1CN([C@H](C)CO)C(=O)c2cc(NC(=O)Nc3ccc(F)cc3)ccc2O[C@@H](C)CCCCO[C@@H]1CN(C)C(=O)CCCN(C)C	x	16.7&8.8	-0.1&-0.1	13.5	-5.2	x	-0.9	x
O=C(C[C@@H]1CC[C@@H]2[C@H](COC[C@@H](O)CN2C(=O)Nc2ccccc2)O1)NC1Cc2ccccc2C1	2.9	-14.2	0.1	-5.3	-1.6	4.4	-1.8	-3.6
O=C(O)CSc1nnc(SCc2cccc3ccccc23)s1	-4.8	8.3	x	x	x	-6.9	x	-6.9
CCOC(=O)N1CCC(N2C(=O)c3ccc(C(=O)NCCOC)cc3C2=O)CC1	0.6	13.7	0.0	-8.9	0.1	-1.9	-0.1	10.4
CCn1ccnc1CN(C)Cc1nc(CCC(C)C)no1	-1.2	-1.3	0.0	-3.6	4.1	x	-1.6	x

Looked up by compound from above:
Molecule	ARNT-TACC3 inh	INS-1E GSIS act	Xi reactivation	RAD52 anneal inh	ERAP1 HTS inh	esBAF inh	CFTR F508del cor	RAD54 inh
CCOc1ccccc1NC(=O)CCSc1nc2n[nH]c(C)c2c(=N)n1-c1ccccc1Cl	-1.1	-10.2	x	x	x	-10.8	x	-0.7
O=c1[nH]c(COc2ccc(Cl)cc2Br)nc2ccccc12	2.4	-2.7	0.3	-15.8	1.5	x	0.8	-3.2
CCn1ccnc1CN(C)Cc1nc(CCC(C)C)no1	-1.2	-1.3	0.0	-3.6	4.1	x	-1.6	x

Going on with the list:
Molecule	ARNT-TACC3 inh	INS-1E GSIS act	Xi reactivation	RAD52 anneal inh	ERAP1 HTS inh	esBAF inh	CFTR F508del cor	RAD54 inh
C=CC[C@]1(C(=O)N(C)C)N=C(c2ccc(OCCCO)cc2)O[C@H]1c1ccccc1	-10.0	x	x	-2.6	0.3	x	-1.0	-3.0
COC(=O)c1c(NC(=O)CN(c2ccccc2)S(C)(=O)=O)sc2c1CCCC2	2.1	-25.9	0.3	x	x	x	x	0.7
Cc1c(Cl)cccc1NC(=O)CCCN1C(=O)c2cccnc2C1=O	-6.9	0.3	0.0	-3.3	0.7	4.6	0.5	5.0
N#C/C(=N\Nc1cccc(F)c1)C(=O)C1CC1	-7.1	-11.1	0.0	-16.2	-5.9	x	-1.8	x
O=S(=O)(NCCc1nnc2ccc(SCc3cccnc3)nn12)c1ccccc1	3.7	6.4	-0.1	-10.9	-3.0	x	-1.4	x
CC(=O)Nc1c(-c2ccccc2)c2cc(Br)ccc2[nH]c1=O	-1.0	-0.6	0.0	-8.4	-1.6	1.3	-2.9	-7.0
CCOC(=O)[C@H]1[C@H]2COc3ccc(Cl)cc3[C@@H]2N2C(=O)CN(Cc3ccco3)C(=O)[C@@]12C	x	-11.2	0.0	-28.7	-2.6	-5.9	3.1	-4.2
COc1ccc(C#Cc2cnc3c(c2)C(=O)N([C@@H](C)CO)C[C@@H](C)[C@H](CN(C)CC2CCCC2)O3)cc1	3.9	-5.4	-0.4	-13.0	-2.4	-10.5	-4.8	-0.6
O=C(C[C@@H]1C[C@@H]2c3cc(NS(=O)(=O)c4ccccc4)ccc3O[C@@H]2[C@H](CO)O1)N1CCCCC1	-2.5	-12.6	0.4	-1.3	0.8	-1.8	-1.2	0.1
CCCCC1=CC2=CC(=O)C(C)(OC(=O)CC)C(=O)C2=CN1CCCOC(C)C (stereo not given)	12.0	-8.3	0.0	x	x	6.3	-1.4	-2.5
CCCC1NC(=O)c2cccnc2-n2c1nc1ccc(C)cc1c2=O (stereo not given)	x	1.2	-0.1	-8.9	1.5	-8.5	4.0	-4.8
O=C(C=Cc1ccccc1F)c1ccccc1	x	-16.0	0.1	-17.2	4.9	x	-0.5	x

High-throughput results as filed in PubChem.

Outcome played no part in choosing rows; any-hit rate near 3.3%.
